Pol iota inh: qHTS for Inhibitors of Polymerase Iota. Pol iota fluorescent replication assay, 10 min. hit rate 1% among 390,000. DNA polymerase iota (Homo sapiens), Q9UNA4. AID 588590, 2011. Potency, µM (doses to about 115 µM), for the others: at the highest dose activity, negative = inhibition, actives largely listed as inhibitors; also: potency is read from the fitted curve at half-maximal effect
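Fluorescent replication assay read twice, at 0 min and 10 min after adding 50 nM (final) substrate. Enzyme (10 nM) and compounds were first incubated 15 min at room temperature; enzyme-free buffer wells were negative controls.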
RXFP1 antag: qHTS Assay for Antagonists of the Relaxin Receptor RXFP1 | HEK293-RXFP1, relaxin-stimulated cAMP HTRF, 30 min; hits give low values | activity change, negative = inhibition, % at 57.5 µM | hit rate 0.59% among 350,000 | AID 1259400, 2018;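 active = activity change of -60% or lower, but not beyond a set lower limit; inconclusive = change between -60% and -40%, or beyond the set limit; inactive = change above -40%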; also: % is scaled to controls: 0 for no effect and ±100 for the full control effect
Pol kappa inh: qHTS for Inhibitors of Polymerase Kappa; purified Pol kappa, fluorescent DNA synthesis assay, 10 min; Potency, µM (series often up to 107 µM), for inactives: at the highest dose activity, negative = inhibition, usual class: inhibitors; hit rate 0.53% among 400,000; AID 588579, 2011; also: potency is read from the fitted curve at half-maximal effect; % is scaled to controls: 0 for no effect and ±100 for the full control effect
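Kinetic fluorescence readout at 0 and 10 min followed reaction start with substrate at 50 nM final. Beforehand, enzyme (10 nM Pol kappa) stood 15 min with compound at room temperature; buffer-only wells were negative controls.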
PGK inhibitor: qHTS Assay to Find Inhibitors of Phosphoglycerate Kinase | Phosphoglycerate kinase, glycosomal (Trypanosoma brucei brucei), P07378 | PGK/GAPDH coupled, Kinase-Glo luminescence, 60 min | hit rate 0.043% among 380,000 | AID 602233, 2012 | Potency, µM (doses to about 57.5 µM), for inactives: at the top dose activity change, negative = inhibition, usual class: inhibitors; also: potency is read from the fitted curve at half-maximal effect; % is scaled to controls: 0 for no effect and ±100 for the full control effect; nearly all actives have a fitted effect of over 60% in size
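Luminescent ATP detection (Kinase-Glo Plus) follows a 60-minute room-temperature incubation, with wells lacking PGK as controls. Buffer: 100 mM TEA (pH 7.6), 5 mM MgCl2, 0.01% Tween-20. Coupling enzyme GAPDH (100 nM final) supplies unstable 1,3-BPG in-well.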
APEX1 inh: qHTS Assay for Inhibitors of the Human Apurinic/apyrimidinic Endonuclease 1 (APE1); recombinant APE1, TAMRA/BHQ-2 abasic DNA cleavage fluorescence; DNA repair nuclease/redox regulator APEX1 (Homo sapiens), P27695; Potency, µM (highest dose often 65.8 µM), without a hit: at the highest dose activity change, negative = inhibition, actives largely listed as inhibitors; hit rate 0.35% among 350,000;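 also: potency is read from the fitted curve at half-maximal effect; plate controls were vehicle for no effect and reference inhibitor for full effect; nearly all actives have a fitted effect of over 55% in size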
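Activity was derived from the fluorescence gain between first and third kinetic reads (60 s intervals, ex 525/em 598 nm) after 50 nM THF-abasic TAMRA/BHQ-2 duplex was added to 0.75 nM APE1 preincubated 15 min with compound.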
Pol beta inh: qHTS Assay for Inhibitors of DNA Polymerase Beta; P06746; AID 485314, 2010; hit rate 1.3% among 340,000; Pol beta primer extension/strand displacement, fluorescence kinetic; Potency, µM (top dose mostly 114 µM), for inactives: top-dose activity change, negative = inhibition, hits mostly inhibitors; also: potency is read from the fitted curve at half-maximal effect; % is scaled to controls: 0 for no effect and ±100 for the full control effect
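Homogeneous kinetic assay of primer extension and strand displacement by 10 nM Pol beta, preincubated 15 min at room temperature with compound before 50 nM substrate (final) was added. Read at 0 and 10 min; four-parameter Hill fit.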
POLH inh: qHTS for Inhibitors of Polymerase Eta; Potency, µM (series often up to 114 µM), for the others: at the highest dose activity change, negative = inhibition, hits mostly inhibitors; recombinant Pol eta, fluorescent DNA replication assay; DNA polymerase eta (Homo sapiens), Q9Y253; AID 588591, 2011; hit rate 1.2% among 390,000; also: potency is read from the fitted curve at half-maximal effect; % is scaled to controls: 0 for no effect and ±100 for the full control effect
Target sequence (Q9Y253 whole entry, looked up): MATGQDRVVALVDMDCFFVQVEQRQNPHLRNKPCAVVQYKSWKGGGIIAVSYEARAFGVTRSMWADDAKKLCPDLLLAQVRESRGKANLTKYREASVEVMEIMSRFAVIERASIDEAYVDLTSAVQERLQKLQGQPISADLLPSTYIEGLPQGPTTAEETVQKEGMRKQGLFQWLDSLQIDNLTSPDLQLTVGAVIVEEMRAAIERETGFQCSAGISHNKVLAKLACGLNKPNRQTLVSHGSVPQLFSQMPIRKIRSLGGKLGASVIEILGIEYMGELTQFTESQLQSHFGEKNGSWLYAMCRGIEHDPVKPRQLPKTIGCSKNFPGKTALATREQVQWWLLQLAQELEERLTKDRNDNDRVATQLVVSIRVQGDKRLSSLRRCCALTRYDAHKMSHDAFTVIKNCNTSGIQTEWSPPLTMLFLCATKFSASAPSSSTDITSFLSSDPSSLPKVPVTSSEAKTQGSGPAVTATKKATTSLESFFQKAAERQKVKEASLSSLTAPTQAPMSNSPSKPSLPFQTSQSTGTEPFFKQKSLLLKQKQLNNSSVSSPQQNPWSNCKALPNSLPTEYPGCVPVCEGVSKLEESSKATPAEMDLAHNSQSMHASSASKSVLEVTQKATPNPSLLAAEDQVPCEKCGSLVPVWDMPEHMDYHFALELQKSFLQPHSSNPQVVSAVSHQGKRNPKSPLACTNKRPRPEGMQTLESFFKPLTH
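Fluorescent replication assay: 50 nM final substrate added after a 15 min room-temperature compound preincubation with 10 nM enzyme. Signal taken at 0 min and again at 10 min.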
Apoferritin bind: qHTS Assay for Identification of Novel General Anesthetics. apoferritin/1-aminoanthracene competitive binding, fluorescence. Potency, µM (doses to about 77.5 µM), inactives show top-dose activity change, negative = displacement, actives largely listed as inhibitors. hit rate 0.074% among 350,000; also: potency is read from the fitted curve at half-maximal effect; % is scaled to controls: 0 for no effect and ±100 for the full control effect; nearly all actives have a fitted effect of over 20% in size
Target sequence (P02791 2-175 limits assumed): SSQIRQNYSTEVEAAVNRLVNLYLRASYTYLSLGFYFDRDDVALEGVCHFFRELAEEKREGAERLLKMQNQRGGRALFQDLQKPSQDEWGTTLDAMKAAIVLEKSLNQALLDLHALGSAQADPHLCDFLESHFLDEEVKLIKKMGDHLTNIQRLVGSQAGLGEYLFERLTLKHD
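Concentration-response curves derived by four-parameter Hill fitting of normalized fluorescence, where compounds displaced 1-AMA from 10 uM horse apoferritin following a brief 10 min room-temperature incubation; propofol titration acted as positive control.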
BLM inh: qHTS Assay for Inhibitors of Bloom's syndrome helicase (BLM); RecQ-like DNA helicase BLM (Homo sapiens), P54132; recombinant BLM DNA unwinding, fluorescence dequenching; Potency, µM (highest dose often 56.1 µM), for inactives: at the highest dose activity change, negative = inhibition, most hits filed as inhibitors; hit rate 0.2% among 350,000; AID 2528, 2010;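 also: potency is read from the fitted curve at half-maximal effect; plate controls were vehicle for no effect and no enzyme for full effect; nearly all actives have a fitted effect of over 35% in size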
* = called active by the depositor; i = inactive; ? = inconclusive; · = no result given; [ ] = another dose, or the depositor's remark. Unless noted, calls follow the shape of the dose curve; as a rule, active = well fitted curve in the direction sought with a large enough effect; inconclusive = small, poorly fitted or top-dose-only effect, or another doubt; inactive = no such curve, though single readings can be large; an effect the other way counts as inactive or inconclusive. A portion of the library; count on the stated rates, not on these rows.

SMILES | Pol iota inh | RXFP1 antag | Pol kappa inh | PGK inhibitor | APEX1 inh | Pol beta inh | POLH inh | Apoferritin bind | BLM inh
O=C(COC(=O)c1cc(=O)c2ccccc2o1)NCc1ccccc1 | 2% | -8 | 4% | i | 18% | · | -9% | · | ·
COc1cc(C2Nc3cccc4cccc(c34)N2)cc(OC)c1O | ? | -40 | -6% | -4%[11.5 µM] | 1% | 45µM* | ? | -3% | -13%
Cc1cn([C@H]2C[C@H](O)[C@@H](CCC(=O)NCCN3CCCCC3)O2)c(=O)[nH]c1=O | 20% | · | 7% | -6% | 15% | · | -5% | · | ·
O=C(CN1CCN(c2ccc(F)cc2)CC1)NCc1cccs1 | 119%[activator] | -9 | -18% | -1% | ? | 2% | -10% | -4% | -3%
Cc1nn(-c2ccccc2)c(Cl)c1C1C(C#N)=C(N)Oc2n[nH]c(C)c21 (stereo not given) | 12% | 11 | -8% | -10% | 4% | -6% | -13% | -8% | -1%
O=C(NC(=S)Nc1ccc(S(=O)(=O)N2CCCC2)cc1)C1CCC1 | -6% | -14 | -5% | -5% | -1% | -18% | -22% | -11% | -2%
COC(=O)CNC(=O)C(Cc1c[nH]c2ccccc12)NC(=O)OC(C)(C)C (stereo not given) | -13% | -16 | -9% | -2% | 4% | 13% | -12% | -2% | -2%
Cc1cccc(Cn2nnc3c(=O)[nH]c(C4CCCN(C(=O)c5ccc(C(C)(C)C)cc5)C4)nc32)c1 (stereo not given) | -4% | -35 | 5% | -5% | · | -18% | ? | ? | -16%
C[C@H](NC(=O)c1ncn(C)c1C(=O)N[C@@H](C)c1ccccc1)c1ccccc1 | ? | · | -13% | 2% | -13% | · | -15% | · | ·
O=Cc1cccn1-c1cccc([N+](=O)[O-])c1 | 13% | 0 | -2% | 3% | 4% | ? | 7% | -13% | 4%
CCC(NC(=O)NNC(=O)c1ccncc1)(C(F)(F)F)C(F)(F)F | 75%[activator] | -2 | 0% | i | 0% | 2% | -16% | -13% | 2%
CN(C(=O)c1ccc(OC2CCN(CCc3ccccc3)CC2)cc1)C1CCCCC1 | 1% | 7 | -7% | i | -3% | 5% | -6% | -11% | -3%
O=C(Cc1cccc(NC(=O)C2CCN(C(=O)c3ccccc3)CC2)c1)Nc1cccc(C(=O)N2CCCCC2)c1 | 32%[activator] | · | 4% | 5% | · | · | -23% | · | ·
O=C(CN1CCCCCC1)Nc1cccc(NC(=O)CN2CCCCCC2)c1 | -3% | 9 | -19% | 3% | -13% | ? | -9% | -8% | -5%
CCC(=O)Nc1cccc(-n2nnnc2SCC(=O)N2CCCCC2)c1 | 23% | -8 | -9%[60.1 µM] | i | 18% | -2% | -5% | -3% | -8%
CCOc1cc(/C=N/O)cc(Br)c1OCc1ccc(Cl)cc1 | -16% | 2 | -11% | -8% | -13% | 29% | -18% | -19% | -12%
Cc1cc(Nc2ccccc2)c2c([N+](=O)[O-])ccc(C)c2n1 | 50%[activator] | -5 | -7% | i | 6% | 0% | -14% | ? | -13%
Cc1cccc(/C=C/c2onc(C)c2[N+](=O)[O-])n1 | 44%[activator] | -8 | -1% | i | · | · | -9% | · | ·
Cc1ccc(S(=O)(=O)c2nnn3c2nc(N2CCN(c4ccccc4F)CC2)c2cc(Cl)ccc23)cc1C | 6% | -4 | -21% | -7% | · | 9% | -13% | 1% | -3%
C[n+]1c(-c2ccccc2)cc2c(=Cc3ccc([N+](=O)[O-])cc3)c3ccccc3n21 | 50µM* | -18 | -3% | 0% | · | · | 7% | · | ·
CCC(=O)c1ccc(Oc2ccc(C(=O)c3ccc(C)cc3)cc2[N+](=O)[O-])cc1 | 15% | 13 | 0% | i | 0% | 40% | -13% | -1% | -8%
CCCCNC(=O)c1sc(=S)n2c1[nH]c(=O)c1ccc(C(=O)NCCc3ccc(OC)c(OC)c3)cc12 | 14µM* | 5 | ? | -7% | -4% | ? | 18µM* | -10% | -1%
CC(C)C(NC(=O)c1ccc(F)cc1)C(=O)NC1(C)CCS(=O)(=O)C1 (stereo not given) | 36%[activator] | -3 | 5% | -3% | 11% | · | -18% | · | ·
CCOC(=O)C1=C(CC)OC(N)=C(C#N)C1c1ccc(OC)c(OC)c1OC (stereo not given) | 62%[activator] | -14 | 0% | -1% | 17% | ? | -10% | -4% | 1%

Among those listed so far, these contain an NH in an aromatic ring.
SMILES | Pol iota inh | RXFP1 antag | Pol kappa inh | PGK inhibitor | APEX1 inh | Pol beta inh | POLH inh | Apoferritin bind | BLM inh
Cc1cn([C@H]2C[C@H](O)[C@@H](CCC(=O)NCCN3CCCCC3)O2)c(=O)[nH]c1=O | 20% | · | 7% | -6% | 15% | · | -5% | · | ·
Cc1nn(-c2ccccc2)c(Cl)c1C1C(C#N)=C(N)Oc2n[nH]c(C)c21 (stereo not given) | 12% | 11 | -8% | -10% | 4% | -6% | -13% | -8% | -1%
COC(=O)CNC(=O)C(Cc1c[nH]c2ccccc12)NC(=O)OC(C)(C)C (stereo not given) | -13% | -16 | -9% | -2% | 4% | 13% | -12% | -2% | -2%
Cc1cccc(Cn2nnc3c(=O)[nH]c(C4CCCN(C(=O)c5ccc(C(C)(C)C)cc5)C4)nc32)c1 (stereo not given) | -4% | -35 | 5% | -5% | · | -18% | ? | ? | -16%
CCCCNC(=O)c1sc(=S)n2c1[nH]c(=O)c1ccc(C(=O)NCCc3ccc(OC)c(OC)c3)cc12 | 14µM* | 5 | ? | -7% | -4% | ? | 18µM* | -10% | -1%

Going on with the list:
SMILES | Pol iota inh | RXFP1 antag | Pol kappa inh | PGK inhibitor | APEX1 inh | Pol beta inh | POLH inh | Apoferritin bind | BLM inh
O=S(=O)(NCC1(N2CCOCC2)CCCCC1)c1ccc(Cl)cc1C(F)(F)F | 8% | -14 | -7% | 9% | 7% | ? | -14% | -17% | -4%
CN(CC(=O)Nc1c(Cl)cccc1Cl)C(=O)C1=COCCO1 | 1% | -9 | -6% | 0% | 20% | · | -10% | · | ·
Cc1cc(CNC(=O)C2CCC(=O)N(Cc3ccccc3F)C2)on1 (stereo not given) | 9% | 10 | -19% | 1% | -6% | 21% | -4% | -3% | -4%
COc1ccc(S(=O)(=O)N2CCN(C(=O)C3CCC3)CC2)cc1 | 48%[activator] | -1 | 1% | 0% | 8% | · | -9% | · | ·
CCN(C(=O)COC(=O)CCCN1C(=O)c2cccc3cccc(c23)C1=O)C1CCS(=O)(=O)C1 (stereo not given) | 27% | -7 | -10% | -2% | -12% | · | -13% | · | ·
CC(C)Cn1cnc2sc3c(c2c1=N)CCCC3 | 15% | -1 | -22% | -5% | 11% | 4% | -16% | -9% | 4%
CCOc1ccccc1NC(=O)C1CCN(C(=O)NCc2ccccc2)CC1 | 9% | -4 | -4% | -7% | -2% | -19% | -1% | -16% | 0%
COc1ccc(N2CCN(c3ncnc4c3[nH]c3ccccc34)CC2)cc1 | -8% | ? | -3% | -5% | 0% | ? | -16% | -6% | 0%
CCOC(=O)c1c(-c2ccccc2)oc2ccc(OC(C)C(=O)O)cc12 (stereo not given) | 14% | 15 | 0% | -4% | 4% | 25% | 11% | -6% | -6%
CSCc1ccc(C(=O)Nc2cc(C)cc(C)c2)cc1 | -13% | -5 | -3% | 0% | -4% | -24% | -20% | 5% | -7%
COc1ccccc1-c1cc(C(=O)NCCCn2ccnc2)no1 | -5% | -13 | -7% | -4% | 7% | 18% | -1% | -4% | 4%
COc1ccc(OC)c(C(=O)NC(CC(N)=O)c2ccc(N3CCN(c4ccccc4)CC3)c([N+](=O)[O-])c2)c1 (stereo not given) | 13% | · | 7% | i | 14% | 9% | -10% | -13% | -6%
O=C(c1cccc(S(=O)(=O)NCc2ccccc2)c1)N1CCN(c2cccc(C(F)(F)F)c2)CC1 | 8% | -19 | -5% | -2% | 8% | 1% | -15% | -13% | -14%
COc1cc(Cl)c(C)cc1NC(=O)COc1ccc(C)nc1[N+](=O)[O-] | 44%[activator] | -3 | -3% | 9% | -13% | · | -18% | · | ·
C=CCOc1nc2c(c(=O)n(C)c(=O)n2C)n1Cc1c(Cl)cccc1Cl | 4% | 5 | 1% | -6% | -5% | 0% | -15% | -10% | 3%
O=C(NCCCCCCNC(=O)c1cncc(O)c1)c1cncc(O)c1 | -2% | -6 | -2% | -2% | 8% | 0% | -8% | -6% | -4%
C=CCn1c(C)cc(C(=O)CSc2nc(N)cc(N)n2)c1C | 14% | 2 | -1% | -9% | 12% | -12% | -5% | ? | -7%
O=C(Nc1ccccc1)Nc1nc(-c2ccccc2)cs1 | 12% | -13 | 12% | i | -8% | 30% | -18% | 16% | -2%
Cc1nn(CC(=O)NNC(=S)NCC2CCCO2)c(C)c1Br (stereo not given) | 41%[activator] | 2 | -4% | 9% | 8% | 38% | -3% | -4% | -10%
COC(=O)c1ccc(CNC(=O)c2ccc3oc(C(C)C)nc3c2)cc1 | 28% | -5 | -1% | -3% | 27% | -1% | -17% | -15% | -3%
O=C(Cc1c(F)cccc1Cl)NC1=NCCS1 | 10% | 15 | 0% | -7% | 0% | 16% | -2% | -15% | -3%
CCOc1cc(C(N)=O)cc(Br)c1OCC | 25% | -8 | -7% | -3% | -1% | 5% | -14% | -15% | 1%
CN1CCOCCOCCN(C)C1=O | 16% | -13 | -18% | i | -4% | 4% | 7% | -1% | -3%
